Screening data: PubChem, National Center for Advancing Translational Sciences (NCATS)
TRPV1 agonist: activates the human vanilloid receptor TRPV1; AID 540275; TRPV1-expressing cells, Fluo-8 calcium influx, agonist mode; activation, % at 8.33 µM; 320,000 compounds, 0.19% hits; in the data active = activation above about 80%; inconclusive = between about 30% and that limit; also: 0% is about no effect
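Fluo-8 calcium influx in TRPV1-expressing cells, kinetic read (ex 480/em 520 nm). Compound added and read 3 min for agonist activity, followed by capsaicin at EC20 final and 2 min further read for enhancement.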
GALK inh: galactokinase (human) inhibition | P51570 | Purified GALK, Kinase-Glo residual ATP luminescence | Potency, µM (top dose mostly 57.5 µM), for the others: at the top dose activity change, negative = inhibition, usual class: inhibitors | 270,000 compounds, 0.007% hits | AID 1868; also: potency is read from the fitted curve at half-maximal effect; % is scaled to controls: 0 for no effect and ±100 for the full control effect
Target sequence (P51570 whole entry, looked up): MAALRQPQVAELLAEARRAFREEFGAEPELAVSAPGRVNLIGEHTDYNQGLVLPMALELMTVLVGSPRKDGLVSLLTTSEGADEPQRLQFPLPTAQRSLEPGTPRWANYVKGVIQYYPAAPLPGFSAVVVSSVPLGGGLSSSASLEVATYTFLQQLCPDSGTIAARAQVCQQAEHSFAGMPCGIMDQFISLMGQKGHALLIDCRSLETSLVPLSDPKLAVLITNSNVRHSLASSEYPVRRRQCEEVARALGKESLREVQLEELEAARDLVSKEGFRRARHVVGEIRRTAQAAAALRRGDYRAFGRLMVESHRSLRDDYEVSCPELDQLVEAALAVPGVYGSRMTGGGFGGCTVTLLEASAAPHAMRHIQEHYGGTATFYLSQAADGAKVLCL
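The enzyme phosphorylates galactose (100 uM) using ATP (35 uM); inhibition is detected as higher residual ATP, quantified by bioluminescence after 1 h reaction at room temperature, pH 8.0.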
USP2a inh: USP2a (human) protease inhibition; 330,000 compounds, 0.01% hits; Potency, µM (series often up to 38.3 µM), for inactives: top-dose activity change, negative = inhibition, most hits filed as inhibitors; AID 463254; USP2 core, Ub-CHOP2 coupled fluorogenic reporter, 485/531; O75604;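 also: potency is read from the fitted curve at half-maximal effect; plate controls were DMSO wells for no effect and full inhibition by NEM control for full effect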
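Deubiquitinase activity read as fluorescence (485/531 nm) after Ub-CHOP2 cleavage activates the enterokinase reporter on its substrate; USP2 core 10nM, Ub-CHOP2 and substrate 25nM each, 30min compound preincubation then 60min RT; data normalized to NEM, curves fitted.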
hERG WT inh: blocks the wildtype human KCNH2 potassium channel | 340,000 compounds, 0.37% hits | activity change, % at 1.84 µM | U2OS, BacMam KCNH2, thallium flux FluxOr; hits give low values | Q12809 | AID 720551;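 active = maximum activity change below -70%; inconclusive = maximum activity change between -70% and -50%; inactive = maximum activity change above -50%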; also: % is scaled to controls: 0 for no effect and ±100 for the full control effect
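U2OS cells were transduced with wild-type KCNH2 virus (2.03 x 10^8 / mL) for 4 h at room temperature, then cultured overnight at 37 C. Thallium flux was read with FluxOr dye. Rate constants were normalized to DMSO controls.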
B2AR arrestin: recruits beta-arrestin to the human beta2-adrenergic receptor | beta-arrestin recruitment to beta2AR, cell-based reporter | Potency, µM (top dose mostly 46.1 µM), inactives show top-dose activation, hits mostly activators | 330,000 compounds, 0.02% hits | AID 492947;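 also: potency is read from the fitted curve at half-maximal effect; 0% = DMSO controls and full agonism = EC100 isoproterenol or metaproterenol; nearly all actives have a fitted effect of over 65% in size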
KCNH2 3.1 block: blocks the human KCNH2 3.1 channel isoform; activity change, % (tested at about 1.8 µM); 340,000 compounds, 0.95% hits; U2OS KCNH2 3.1, thallium flux FluxOr; hits give low values;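 active = maximum activity change below -70%; inconclusive = maximum activity change from -70% to -50%; inactive = maximum activity change above -50%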;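 also: thallium influx rate constant from kinetic fluorescence after stimulation buffer; % is scaled to controls: 0 for no effect and ±100 for the full control effect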
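U2OS cells transduced with KCNH2 3.1 mutant virus (1.77 x 10^8 /mL, 4 h), plated overnight at 37 C, loaded 45 min with FluxOr dye plus Red40 quencher. Thallium flux rate constant from kinetic reads after stimulation buffer, normalised to controls.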
Menin-MLL TR inh: menin-MLL binding inhibition, Texas Red mutant peptide | O00255 | Menin + Texas Red MLL mutant peptide, fluorescence polarization | Potency, µM (doses to about 61.6 µM), without a hit: at the top dose FP activity change, negative = inhibition, actives largely listed as inhibitors | 270,000 compounds, 0.23% hits; active = well fitted inhibition curve with a large enough effect in the polarisation, with a control signal flat, not every such curve was filed as active; inconclusive = small, poorly fitted or top-dose-only effect, or effect the other way, or a change in a side signal; inactive = no such curve, though single readings can be large or run the other way; the % refers to the polarisation; also: potency is read from the fitted curve at half-maximal effect; % of control where 0% means no effect; many of its hits are not listed in these tables
Coupling enz: inhibits coupling enzyme system, counter-screen for aldolase hits; AID 2472; coupling enzyme system counterscreen, AmpLite Red fluorescence; activity change, negative = inhibition, % at 58.2 µM, hits read low; 290,000 compounds, 0.67% hits; in the data active = activity change below about -30%; also: % is scaled to controls: 0 for no effect and ±100 for the full control effect
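Fluorescence at 525 nm excitation and 598 nm emission measured inhibition of the coupled detection system without aldolase. Compounds (at 57.5 uM final) were preincubated 10 min at room temperature with coupling enzyme reagent before a 20 min substrate/AmpLite Red step.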
PKM2 act: increases activity of human pyruvate kinase M2. P14618. purified PKM2, Kinase-Glo ATP luminescence, activation; response scale: 0% is enzyme alone, no compound. Potency, µM (series often up to 57.5 µM), for inactives: at the top dose activation, usual class: activators. 260,000 compounds, 0.34% hits. AID 1631; also: potency is read from the fitted curve at half-maximal effect; % is scaled to controls: 0 for no effect and ±100 for the full control effect; nearly all actives have a fitted effect of over 55% in size
Target sequence (P14618 whole entry, looked up): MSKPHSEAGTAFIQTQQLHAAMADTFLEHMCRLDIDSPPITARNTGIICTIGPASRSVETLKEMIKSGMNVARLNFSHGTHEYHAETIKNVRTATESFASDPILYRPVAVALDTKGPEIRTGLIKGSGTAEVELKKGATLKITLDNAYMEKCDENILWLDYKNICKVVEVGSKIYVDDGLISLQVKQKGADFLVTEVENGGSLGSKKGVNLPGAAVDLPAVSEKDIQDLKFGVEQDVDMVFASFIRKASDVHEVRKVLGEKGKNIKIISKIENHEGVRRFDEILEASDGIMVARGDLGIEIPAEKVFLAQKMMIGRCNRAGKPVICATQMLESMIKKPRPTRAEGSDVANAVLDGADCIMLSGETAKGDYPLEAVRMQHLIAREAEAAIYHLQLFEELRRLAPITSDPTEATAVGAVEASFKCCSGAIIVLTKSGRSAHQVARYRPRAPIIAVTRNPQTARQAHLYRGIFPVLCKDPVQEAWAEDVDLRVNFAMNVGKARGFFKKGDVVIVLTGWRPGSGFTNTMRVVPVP
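Purified hPK-M2 (>95% pure) converted ADP (0.1 mM final) to ATP with 0.5 mM PEP in 50 mM imidazole pH7.2, KCl, MgCl2, Tween 20, BSA; 1 h at room temperature. ATP detected by Kinase-Glo luminescence.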
MLL CXXC-DNA inh: inhibitors of human MLL CXXC domain-DNA interaction; 290,000 compounds, 0.037% hits; MLL-CXXC / FITC-HOXA9 DNA fluorescence polarization; AID 2662; Potency, µM (titrated, usually from 115 µM), for inactives: at the highest dose activity change, negative = inhibition, most hits filed as inhibitors; Q03164; active = well fitted inhibition curve with a large enough effect in the polarisation, with a control signal flat, not every such curve was filed as active; inconclusive = small, poorly fitted or top-dose-only effect, or effect the other way, or a change in a side signal; inactive = no such curve, though single readings can be large or run the other way; the % refers to the polarisation; also: potency is read from the fitted curve at half-maximal effect
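Fluorescence polarization: 7 uM MLL-CXXC (stock) preincubated 5 min with compounds, then 50 nM fluorescein-HOX-A9 DNA (stock) added; 30 min ambient. Buffer 50 mM Tris-HCl pH 7.5, 50 mM NaCl, 1 mM DTT, 0.05% BSA.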
Giardia killer: kills Giardia lamblia; activity change, % at 7.66 µM, hits read low; 340,000 compounds, 0.15% hits; Giardia lamblia trophozoite viability; AID 540267; in the data active = activity change below about -80%; inconclusive = between about -30% and that limit;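 also: parasites exposed to compound for two days anaerobically before the ATP read; % is scaled to controls: 0 for no effect and ±100 for the full control effect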
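Anaerobic 48 hrs incubation at 37 deg C of 100 trophozoites/well with test compounds; ATPLite 1-Step luminescence, 15-30 min RT, reports cellular ATP as viability.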
* hit, by the source's call; ? = inconclusive; . = not tested or not shown; & = joins results of further samples; [ ] = dose if it differs, or a comment. Unless noted, calls follow the shape of the dose curve; as a rule, active = well fitted curve in the direction sought with a large enough effect; inconclusive = small, poorly fitted or top-dose-only effect, or another doubt; inactive = no such curve, though single readings can be large; an effect the other way counts as inactive or inconclusive.

SMILES | TRPV1 agonist | GALK inh | USP2a inh | hERG WT inh | B2AR arrestin | KCNH2 3.1 block | Menin-MLL TR inh | Coupling enz | PKM2 act | MLL CXXC-DNA inh | Giardia killer
Cc1cc(-c2nnc3n2N=C(c2ccccc2)CS3)n[nH]1 | . | -1% | -3% | 4 | -1.4% | 3 | . | 3 | 1% | -1% | 11
O=Cc1c(F)cccc1N1CCCC1 | 10 | 7% | -1% | 0 | -0.1% | 7 | -16% | -3 | -3% | 2% | 14
COc1ccc(S(=O)(=O)N2CCOC2CNC(=O)C(=O)NCCc2c[nH]c3ccccc23)cc1 (stereo not given) | -5 | . | 1% | 9 | -0.7% | 3 | 2% | 0 | -4% | 10% | 0
COC(=O)C(Cc1ccc(OC(=O)c2ccc(Cl)cc2)cc1)N1Cc2ccccc2C1=O (stereo not given) | 6 | -2% | 3% | 1 | -0.2% | -8 | 10% | -7 | 5% | 61%[activator] | -13
Cc1ccc(CCN2CC(C(=O)NCc3ccc4c(c3)OCO4)CC2=O)cc1 (stereo not given) | 1 | 1% | 3% | -2 | 0.0% | 10 | . | 5 | -1% | 1% | 23
CC1CCN(S(=O)(=O)c2cccc(C(=O)Nc3nncs3)c2)CC1 | -2 | 2% | 1% | 0 | -0.8% | -12 | 10% | 17 | 4% | 3% | -23
C=CCn1c(C)c(C(=O)OCC)c2cc(O)c3ccccc3c21 | ? | 2% | 2% | -2 | -0.1% | 23 | 25% | -2 | . | 21% | -10
CCOc1cc(/C=N/NC(=O)CN2CCOCC2)ccc1OCc1ccc(Cl)cc1 | -3 | 0% | 0% | -23 | -0.3% | -7 | -15% | 1 | 7% | 4% | -27
CCOC(=O)N1CCN(S(=O)(=O)Cc2ccccc2)CC1 | . | 0% | 3% | -9 | -0.1% | -5 | . | 4 | -3% | 5% | -3
COc1ccc(-c2nnc(SCC(=O)Nc3nncs3)o2)cc1 | -1 | -2% | 3% | 2 | -0.7% | 6 | -22% | 0 | 7% | 6% | 2
CCCS(=O)(=O)N1CCN(Cc2ccccc2C(F)(F)F)CC1 | 20 | 11% | 4% | 2 | -0.2% | -7 | 1% | 5 | -4% | -13% | 4
Cc1ccc(NC(=O)CSc2nc(=O)n(CCCN3CCOCC3)c3c2CCCC3)c(C)c1 | 0 | . | 1% | 26 | 0.1% | 5 | . | . | . | . | -13
CCS(=O)(=O)Nc1ccc2[nH]c(=O)[nH]c2c1 | 0 | 2% | -2% | -4 | -0.3% | -10 | -1% | 1 | -23% | 6% | -9
CS(=O)(=O)N1CCC(Oc2cccc(C(=O)NCCCOc3cccnc3)c2)CC1 | -2 | 5% | -1% | -10 | -1.9% | -12 | . | . | -13% | 4% | 4
Clc1ccc(SCNc2ccccc2Cl)cc1 | 3 | 1% | 18% | 10 | 0.1% | -6 | 0% | 3 | 3% | 17% | -10
O=C(Nc1ccc2oc(-c3ccccc3)nc2c1)c1cccs1 | ? | -1% | 3% | -7 | 0.2% | -2 | ? | 1 | 9% | -3% | -5
CCOc1ccccc1N1CC(C(=O)NNC(=O)c2ccc(F)cc2)CC1=O (stereo not given) | 3 | . | -2% | -4 | -0.4% | 17 | . | . | . | . | 5
NC(=O)N/N=C/c1cn(-c2ccccc2)nc1-c1cccs1 | 3 | 0% | 7% | . | 0.1% | . | ? | 0 | -20% | -2% | 7
COc1ccc(CNC(=O)CSc2ncn[nH]2)cc1OC | 0 | 0% | 1% | -11 | 0.2% | -21 | 12% | 2 | 3% | 40%[activator] | -14
COc1ccc(N2C(=O)CC(Nc3ccc(F)cc3)C2=O)c([N+](=O)[O-])c1 (stereo not given) | -5 | 2% | 1% | 10 | -0.3% | -6 | ? | -2 | -7% | -3% | 4
Cc1ccc(-c2nc(=S)c3c(n2CC2CCCO2)CC(C)(C)OC3)cc1 (stereo not given) | 0 | 0% | -3% | -12 | 3.8% | ? | -4% | -2 | -17% | -26% | -2
COc1ccc(-c2nc(C#N)c(N3CC(C)OC(C)C3)o2)cc1OC (stereo not given) | 2 | 1% | 0% | 6 | -0.1% | 4 | 7% | 2 | -1% | 2% | 11
CCn1c(SCC(=O)Nc2ccccc2)nc2nc3c(cc2c1=O)COC(C)(C)C3 | 0 | . | 0% | -3 | 0.3% | 3 | . | 1 | -6% | 1% | 19
O=C(O)C1CCN(C(=O)c2ccc(Cl)cc2)CC1 | 2 | 1% | 4% | -12 | 0.2% | -16 | . | 0 | -2% | 3% | -2
O=c1oc2ccccc2nc1/C=C(O)/C=C\c1ccccc1 | -2 | 0% | 2% | -17 | -0.5% | . | -6% | 2 | -2% | ? | -15
COc1ccc2c(c1OC)C(=O)OC2CC(=O)c1ccc(O)c(O)c1 (stereo not given) | -6 | 0% | 1% | -9 | 0.0% | 5 | 0% | 4 | -3% | 13% | 10
Cc1nn(-c2ccccc2)c(N)c1Sc1ccc([N+](=O)[O-])cc1 | -3 | -2% | -9% | 1 | -0.3% | -8 | 12% | -1 | -15% | 9% | -24
CC(=O)C(Cc1ccccc1)NC(=O)COc1ccc2c(c1)OCO2 (stereo not given) | . | . | 1% | -7 | 8.6% | 13 | . | . | . | . | -11
O=C(NC1(C(F)(F)F)NC(=O)N(Cc2ccccc2)C1=O)c1cccnc1 (stereo not given) | -5 | 1% | 4% | 2 | -0.6% | 1 | -1% | 0 | -1% | 19% | -8
C=C1CN(Cc2ccccc2)S(=O)(=O)c2ccccc21 | 4 | -2% | 3% | -13 | -0.2% | -17 | 23%&-5% | 0&0&-3 | 12% | 4% | -20&8&11
COCCn1c(-c2ccc(OC)cc2)c(-c2ccc(OC)cc2)oc1=O | ? | 1% | -3% | -14 | -0.2% | 6 | -22% | 1 | . | -9% | -8
CCC(=O)NC(NC(=S)Nc1ccccc1Br)C(Cl)(Cl)Cl (stereo not given) | 0 | 1% | 0% | -1 | -0.2% | 5 | 14% | 3 | 5% | 15% | -18
COC(=O)c1[nH]c2ccc(Cl)cc2c1NC(=O)CN1CCC(C(N)=O)CC1 | -4 | 0% | 0% | 3 | 0.3% | -2 | -10% | 1 | 4% | 10% | ?
O=C(c1ccccc1)c1coc2ccc(O)c(CN3CCOCC3)c12 | 0 | 0% | 1% | 4 | -0.6% | -13 | -4% | 0 | 1% | 0% | 4
COc1ccc(CNC(=O)C2CCN(S(=O)(=O)c3c(C)n[nH]c3C)CC2)cc1 | 1 | 3% | 3% | -18 | 0.1% | -13 | 1% | 1 | 3% | -1% | -7
COCCNC(=O)/C(C#N)=C/c1c(N2CCCCCC2)nc2c(C)cccn2c1=O | 22 | 1% | -1% | -2 | 0.9% | 1 | ? | -1 | . | -2% | 2
O=[N+]([O-])c1ccc(CSc2nnc(Cc3ccccc3)o2)cc1 | 16 | -3% | 3% | -6 | -0.5% | -16 | . | 1 | 1% | -9% | -2
O=C(C[n+]1ccn(-c2ccccc2)c1)c1ccc([N+](=O)[O-])cc1 | -1 | -3% | 8% | -18 | -0.5% | -5 | ? | 0 | -12% | 5% | -22
Cc1ccc(NC(=O)CSc2nnc(CNC(=O)c3ccco3)o2)cc1 | 3 | -2% | 3% | 7 | 0.2% | 17 | -8% | 2 | -2% | -7% | 11
CC1CC(C)CN(S(=O)(=O)c2ccc(NC(=S)NC(=O)c3ccccc3)cc2)C1 (stereo not given) | -2 | -1% | 4% | 2 | 0.3% | 5 | -5% | 0 | -5% | 10% | 9
Cc1ccc(C)c(N(C(=O)CCC(=O)Nc2cc(C)on2)C(C(=O)NC2CCCC2)c2ccco2)c1 (stereo not given) | 6 | -1% | 1% | 2 | -0.6% | 13 | -21% | 1 | 3% | 3% | -1
CCC(C(=O)Nc1cccc(C(=O)O)c1)c1ccccc1 (stereo not given) | 0 | 11% | -2% | 2 | -0.5% | ? | -9% | 8 | 4% | 7% | ?
C[C@H]1CN([C@@H](C)CO)C(=O)c2cccc(NC(=O)C3CC3)c2O[C@H]1CN(C)S(=O)(=O)c1cccs1 | . | . | 2% | 0 | 0.3% | -5 | . | . | . | . | 7

The list is partial; the hit share may differ from the screen's.
